CHO-K1 Ca ag: counter-screen for M1 agonists: effect in parental CHO-K1 cells; Fluo-8 calcium fluorescence; scaled to maximal ATP response, vehicle zero; activation, % at 3 µM; actives 0.48% (n = 360,000); AID 602248; in the data active = activation above about 15%;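 also: untransfected CHO-K1 host cells lacking M1 receptor as counterscreen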
CHO parental Ca: signal in parental CHO cells, OX1R antagonist counter-screen | parental CHO-K1, ATP-induced calcium, Fluo-8 fluorescence | inhibition, % at 5.6 µM | actives 0.63% (n = 330,000);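 active = inhibition above that plate's mean sample inhibition plus 3 SD, cut at about 26% in these data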;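 also: 0% = ATP-challenged DMSO wells and 100% = DMSO wells without ATP; some compounds past the cut are filed as inactive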
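Assay system: parental CHO cells; Read-out basis: percent inhibition of ATP-evoked calcium rise, normalized to controls; Benchmarks: ATP and no-ATP DMSO wells; Compound dosing: single nominal dose of 5.6 µM per compound; Signal: Fluo-8 calcium dye fluorescence; Also added: ATP as calcium-mobilizing challenge; Repeats: singlicate.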
V1R ag counter: V1a receptor agonism, counter-screen for OXTR agonists; activation, % at 3 µM; actives 0.25% (n = 320,000); P37288; CHO-V1R cells, Fluo-8 calcium fluorescence, agonist mode; 0% DMSO, 100% 3 nM vasopressin;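 active = activation above the mean activation of all tested compounds plus 3 SD, per screening run, cut at about 20% in these data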;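 also: signal is peak over basal fluorescence ratio across a 100 second FLIPR read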
Target sequence (P37288 whole entry, looked up): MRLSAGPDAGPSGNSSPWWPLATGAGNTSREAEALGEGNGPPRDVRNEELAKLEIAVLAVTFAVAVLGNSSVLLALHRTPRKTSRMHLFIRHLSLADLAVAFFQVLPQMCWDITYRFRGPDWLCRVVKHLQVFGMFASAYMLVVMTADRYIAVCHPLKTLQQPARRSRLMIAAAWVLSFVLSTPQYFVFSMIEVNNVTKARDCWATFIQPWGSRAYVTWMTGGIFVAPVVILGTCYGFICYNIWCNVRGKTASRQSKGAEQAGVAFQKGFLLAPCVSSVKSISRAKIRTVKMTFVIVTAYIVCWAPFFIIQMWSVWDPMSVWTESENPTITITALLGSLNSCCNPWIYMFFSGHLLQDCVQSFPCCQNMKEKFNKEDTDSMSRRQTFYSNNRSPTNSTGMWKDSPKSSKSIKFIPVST
OXTR potentiator: potentiators of human oxytocin receptor. P30559. CHO-OTR cells, Fluo-8 calcium fluorescence, potentiator mode; 0% = oxytocin EC15, 100% = EC100. activation, % at 3 µM. actives 0.061% (n = 320,000);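 active = activation above that plate's cutoff, the mean activation of tested compounds plus 3 SD, cut at about 6.6% in these data, passing the limit was not always enough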;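 also: 100% uses oxytocin at 75 nM as the full agonist control; some results filed as inactive read as strong as hits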
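Material: human OTR in CHO cells. Compound: 3.0 µM, one dose. Timing: compound 6 min at room temperature before oxytocin, 100 s read. Evaluation: % activation of max/min ratio relative to oxytocin controls. Replication: single well per compound, singlicate. Signal: Fluo-8 calcium dye fluorescence.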
CHO-K1 Ca antag: M1 antagonist counterscreen hit in parental CHO-K1 cells; actives 0.6% (n = 360,000); AID 602250; inhibition, % at 3 µM; ATP-induced calcium, Fluo-8 fluorescence;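 active = inhibition above a per-plate cutoff, the plate's mean sample inhibition plus 3 SD, cut at about 24% in these data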;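 also: 0% = DMSO plus EC80 ATP and 100% = DMSO alone without ATP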
TAAR1 antag: human TAAR1 antagonism | actives 1.5% (n = 360,000) | inhibition, % at 3 µM | Q96RJ0 | AID 624466 | CHO RD-HGA16 TAAR1, Fluo-8 calcium fluorescence, antagonist;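 active = inhibition above a per-plate cutoff, the mean inhibition of test compounds on that plate plus 3 SD, cut at about 49% in these data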;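 also: 0% = DMSO plus EC80 beta-PEA response and 100% = DMSO alone without agonist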
Target sequence (Q96RJ0 whole entry, looked up): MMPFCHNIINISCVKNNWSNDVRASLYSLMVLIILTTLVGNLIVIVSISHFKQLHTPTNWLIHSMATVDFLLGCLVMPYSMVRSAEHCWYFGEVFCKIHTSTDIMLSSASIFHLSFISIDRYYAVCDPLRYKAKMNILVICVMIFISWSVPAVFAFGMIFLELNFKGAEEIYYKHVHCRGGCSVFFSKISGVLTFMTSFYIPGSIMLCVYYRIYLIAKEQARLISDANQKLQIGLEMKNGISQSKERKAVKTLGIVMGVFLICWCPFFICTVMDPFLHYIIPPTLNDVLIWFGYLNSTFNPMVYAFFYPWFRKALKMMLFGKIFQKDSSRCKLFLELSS
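Test system: CHO RD-HGA16 cells bearing hTAAR1 | Reagent: β-PEA, EC80 | Compound dosing: 3 µM, single point | Schedule: Dye loading 75 min at 37 °C, then 30 min room temperature | Signal: Calcium fluorescence with Fluo-8 | Evaluation: Percent inhibition of PEA-evoked calcium signal, max/basal emission ratio | Control set: DMSO-only wells and EC80 β-PEA-stimulated wells | Repeats: Singlicate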
GPR7 antag: antagonists of human GPR7 (neuropeptides B/W receptor 1) | AID 1861 | GPR7-expressing cells, fluorescence antagonist assay | inhibition, % at 4.4 µM | P48145 | actives 1.1% (n = 290,000); in the data active = inhibition above about 16%, passing the limit was not always enough;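 also: cells stimulated with the agonist NPW; 0% = agonist with vehicle and 100% = vehicle without agonist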
Target sequence (P48145 whole entry, looked up): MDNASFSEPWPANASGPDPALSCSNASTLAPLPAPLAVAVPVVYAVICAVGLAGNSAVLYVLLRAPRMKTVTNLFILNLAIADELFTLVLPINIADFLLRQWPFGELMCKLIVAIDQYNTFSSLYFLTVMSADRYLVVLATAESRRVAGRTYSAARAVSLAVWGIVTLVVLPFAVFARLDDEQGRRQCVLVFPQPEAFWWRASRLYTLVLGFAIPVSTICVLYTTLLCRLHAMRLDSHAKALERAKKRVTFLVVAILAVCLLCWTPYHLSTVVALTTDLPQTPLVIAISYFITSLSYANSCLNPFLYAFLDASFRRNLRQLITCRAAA
OXTR ag: agonists of human oxytocin receptor. activation, % at 3 µM. AID 2435. actives 0.32% (n = 320,000). P30559. CHO-OTR cells, Fluo-8 calcium fluorescence; normalized: DMSO 0%, oxytocin 100%;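 active = activation above the mean of all tested compounds plus 3 SD, cutoff set per screening run, cut at about 20% in these data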;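 also: peak over basal fluorescence ratio from a 100 s FLIPR kinetic read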
M1 PAM parental: counter-screen for M1 PAMs: effect in parental CHO-K1 cells; ATP EC20, Fluo-8 calcium fluorescence; 0% at ATP EC20, 100% at ATP max; activation, % at 3 µM; actives 0.02% (n = 360,000);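 active = activation above the run cutoff, the mean activation of all test compounds plus 3 SD, cut at about 40% in these data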;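 also: peak over basal fluorescence ratio in a 140 s read after ATP addition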
Active calls of the source: *; · = no result given.

SMILES	CHO-K1 Ca ag	CHO parental Ca	V1R ag counter	OXTR potentiator	CHO-K1 Ca antag	TAAR1 antag	GPR7 antag	OXTR ag	M1 PAM parental
CN(Cc1ccccc1)c1nnc(N)s1	0.1	1	1.0	-6	-2	4	8	-0.3	9
CCn1c(SCC(=O)NC2CCCC2)nnc1C(C)NC(=O)c1ccccc1F (stereo not drawn)	0.5	1	-0.3	-15	-6	6	-2	0.1	-3
O=C(CCC(=O)c1cccs1)OCC(=O)c1ccc(Cl)s1	1.0	-9	-0.6	-5	-7	-8	-4	-1.1	15
Cc1cccc(NC(=O)CN2CCCCCC2)c1	1.2	0	0.0	1	-11	-3	-1	1.0	7
CCN(CC)CCOc1cccc(C(C)C)c1	1.0	-6	0.3	-1	-14	1	-2	1.2	18
COc1ccc(OC)c(CCNC(=O)CCCC(=O)n2ncc3cc(C)ccc32)c1	0.4	-20	1.2	-3	-17	5	12	-1.4	21
CC(C)Cc1nnc(NC(=O)CCC(=O)NCCc2ccccc2)s1	0.2	-6	1.6	-5	2	15	-6	-0.1	-18
COCCCNC(=O)Nc1ccc(Br)cc1Cl	-0.2	0	-0.8	-1	1	13	-7	-1.1	5
COc1c(C)cc(C(=O)C2CCCN(Cc3ccc(Oc4ncccn4)cc3)C2)cc1C (stereo not drawn)	6.4	-9	3.8	-7	4	-16	-12	6.2	11
COc1ccc(OCC(=O)Nc2c3c(nn2C(C)(C)C)CSC3)cc1	0.9	-18	-1.1	-28	-9	-19	1	-1.9	5
O=C1CC(c2ccc(Cl)cc2)n2nc(NS(=O)(=O)c3ccc(F)cc3)nc2N1 (stereo not drawn)	0.9	17	-0.1	-11	-7	-10	0	-0.9	19
CC(C)(C)c1ccc(CN2C(=O)CSC2=O)cc1	0.0	0	0.0	-16	5	6	-2	-2.6	1
COC(=O)c1ccc(CSc2nc3ccccc3o2)cc1	0.1	-17	0.0	-16	29*	-6	0	-2.6	-6
COc1ccc(C(=O)Nc2cccnc2)cc1OC	0.3	-5	-0.3	-5	-15	3	-12	-0.2	14
COCCN(C(=O)c1ccc(-c2ccc([N+](=O)[O-])cc2)o1)c1c(N)n(CC(C)C)c(=O)[nH]c1=O	0.3	·	·	·	-2	-9	·	·	0
Cc1ccccc1NS(=O)(=O)c1ccc(OCC(=O)N2CCCCC2)cc1	5.1	-26	3.8	-5	-17	-5	15	4.7	19
COc1ccc(-c2c(C)n([O-])c3c([n+]2=O)CCCC3)cc1OC	·	-1	0.3	-9	·	·	-4	-0.1	·
COC(=O)c1ccc(NC(=O)CN2CCN(S(=O)(=O)c3cc(Cl)ccc3OC)CC2)cc1	2.1	-17	8.6	-15	-4	10	-7	12	4
CCN(CC(=O)NC1CCCCC1)S(=O)(=O)c1ccc(Cl)cc1	-0.2	-20	0.0	-9	-7	-2	13	-1.4	18
Cc1ccc([C@H]2C(C(=O)O)=C[C@@H](C(C)(C)C)N2S(=O)(=O)c2ccc(C)cc2)cc1	0.7	3	0.1	0	-7	1	·	0.7	19
Cn1cnnc1SCC(=O)Nc1ccc(OCc2ccccc2)cc1	1.3	-4	0.8	-20	-7	-15	-5	1.6	20
C=CCn1c(=O)/c(=C/c2cc(OC)c(OC)c(OC)c2)s/c1=C(/C#N)c1nc2ccccc2n1C	0.6	-30	3.7	-7	3	31	0	-0.9	-3
O=C(C1CCCN(S(=O)(=O)c2ccc(Br)cc2)C1)N1CCN(Cc2ccccc2)CC1 (stereo not drawn)	4.1	-18	3.5	-16	-8	-37	3	1.4	0
CCOc1ccc2ccccc2c1/C=N/NC(=O)CNC(=O)c1ccccc1F	2.3	-26	-0.7	-4	-19	24	-6	0.4	5
c1ccc2c(c1)OCC(CNCC1COc3ccccc3O1)O2 (stereo not drawn)	1.1	-15	0.3	0	1	1	-6	0.3	13

(next part)
SMILES	CHO-K1 Ca ag	CHO parental Ca	V1R ag counter	OXTR potentiator	CHO-K1 Ca antag	TAAR1 antag	GPR7 antag	OXTR ag	M1 PAM parental
COc1ccc(C(=O)c2c[nH]c(C(=O)NCc3cccs3)c2)cc1	3.3	-12	2.4	-6	-14	-4	-4	2.4	8
CN(C)C(CNC(=O)c1ccco1)c1cccs1 (stereo not drawn)	0.7	9	0.1	-12	-2	-7	·	0.7	-6
Cc1cccc(OCC(=O)NCCNC(=O)c2cccnc2)c1	0.7	1	0.8	-7	-18	-8	-4	10	5
Nc1nc2c(ncn2[C@@H]2O[C@H](CNCc3cnc(N4CCOCC4)nc3)[C@@H](O)[C@H]2O)c(=O)[nH]1	0.7	·	·	·	-20	9	·	·	18
COc1ccc(C(C(=O)NC2CCCCC2)N(C(=O)CCl)c2cccc(Cl)c2)cc1 (stereo not drawn)	1.4	-12	-0.6	-2	1	1	-2	-0.1	3
CCN(CC)S(=O)(=O)c1cccc(-n2c(O)c(C=Nc3ccccc3C(=O)O)c3ccccc3c2=O)c1	0.4	1	0.6	-2	-8	-78	-7	-0.2	18
COC(=O)c1cccc(N2C(=O)c3cccnc3C2=O)c1	0.2	-2	-0.5	3	7	-16	5	-0.2	6
Cc1cccc2cc(CN(CCN3CCOCC3)C(=O)NCc3ccccc3)c(=O)[nH]c12	0.4	-19	0.1	-1	-14	-16	7	-0.2	11
Cc1cc(C)n(CCN(C)Cc2nc(Cc3ccccc3F)no2)n1	4.6	-30	0.0	-5	4	-16	-4	1.1	8
CN(C)CCNC(=O)c1cc2c(s1)-c1ccc(Cl)cc1SC2	4.0	·	·	·	-11	33	69*	·	-6
Cc1ccc(NCc2nnc(SCC(=O)Nc3ncc(C)s3)n2Cc2ccco2)c(C)c1	-0.1	-21	0.5	-16	3	15	-2	-1.4	9
O=C(c1ccoc1)N1CCCC(N2CCN(c3ccc(F)cc3)CC2)C1 (stereo not drawn)	0.1	-7	-0.5	-2	4	0	1	-0.1	4
Cc1ccc(C(=O)COC(=O)CNC(=O)c2cccs2)cc1C	1.2	-11	0.8	-10	-10	14	1	0.3	20
COc1ccc(C(=O)NC(=S)Nc2nnn(C)n2)cc1	0.1	0	-0.1	-11	4	-1	-11	0.3	-1
COc1ccc2[nH]c(=O)c(NC(N)=S)nc2c1	0.1	3	-0.5	0	-24	-16	-1	0.0	21
C=CCN(CC=C)Cc1ccc(C(=O)OC)o1	0.0	4	-0.1	-8	-2	0	3	0.4	19
N#C/C(=C\c1cn(CCOc2ccccc2)c2ccccc12)C(=O)NCC1CCCO1 (stereo not drawn)	4.1	0	3.5	-8	-14	43	12	2.0	21
COc1ccccc1C(=O)NCC(=O)Nc1ccccc1	3.1	-3	4.5	-15	1	1	13	13	6
CCCCCCN1C[C@H](n2cc(COC(=O)c3ccccc3)nn2)[C@@H](O)C[C@@H]1c1ccc(C)cc1	1.1	·	·	·	-12	-12	·	·	16
CCOC(=O)c1cc2sccc2n1CC(=O)OC(C)C	-1.2	-21	-1.1	6	-27	14	-9	-2.2	-10
O=C(/C=C/c1ccc(Cl)cc1)Nc1nccs1	0.6	·	·	·	-7	-11	-1	·	2
Cc1noc(C)c1S(=O)(=O)Nc1ccc(C(=O)N2CCN(c3ccc(Cl)cc3)CC2)cc1	10	36*	17	-22	22	30	-11	18	8
CCNC(=O)COC(=O)c1[nH]c(C)c(C(=O)OC)c1C	1.2	-8	-0.3	-2	-15	-1	-4	0.1	15
C#CCNS(=O)(=O)c1ccc(F)cc1Br	0.3	·	·	·	-7	-4	·	·	15
CC(NC(=O)COC(=O)CCNC(=O)c1ccco1)C12CC3CC(CC(C3)C1)C2 (stereo not drawn)	0.3	-13	0.2	-8	-6	-18	-11	-0.6	20

In the list so far, 3 contain two or more sulfur atoms.
SMILES	CHO-K1 Ca ag	CHO parental Ca	V1R ag counter	OXTR potentiator	CHO-K1 Ca antag	TAAR1 antag	GPR7 antag	OXTR ag	M1 PAM parental
O=C(CCC(=O)c1cccs1)OCC(=O)c1ccc(Cl)s1	1.0	-9	-0.6	-5	-7	-8	-4	-1.1	15
CN(C)CCNC(=O)c1cc2c(s1)-c1ccc(Cl)cc1SC2	4.0	·	·	·	-11	33	69*	·	-6
Cc1ccc(NCc2nnc(SCC(=O)Nc3ncc(C)s3)n2Cc2ccco2)c(C)c1	-0.1	-21	0.5	-16	3	15	-2	-1.4	9

Additional results
SMILES	CHO-K1 Ca ag	CHO parental Ca	V1R ag counter	OXTR potentiator	CHO-K1 Ca antag	TAAR1 antag	GPR7 antag	OXTR ag	M1 PAM parental
O=c1[nH]c(CSc2ncc(C(F)(F)F)cc2Cl)nc2ccccc12	1.4	7	-0.2	-5	-5	-27	-11	-0.9	20
C=CCn1c(=O)c2ccccc2n2c(SCC(=O)NC)nnc12	-0.7	-8	-0.4	-11	3	8	-4	0.4	-7
Cc1noc(NS(=O)(=O)c2ccc(NC(=O)/C=C/c3ccccc3)cc2)c1C	0.0	-3	1.3	-6	-5	-7	·	0.2	-1
COC(=O)C1=CN(Cc2ccccc2)C=C(C(=O)OC)C1c1ccc(O)c(OC)c1	0.2	-22	1.3	-18	25*	-6	-3	0.2	-24
C[C@H](NC(=O)NCc1cccs1)C(=O)O	-0.3	-5	0.2	-1	-15	9	0	1.4	-9
CC(C)CC(=O)N1CCN(S(=O)(=O)c2ccc(Cl)cc2)CC1	0.6	-10	0.8	-5	-5	10	1	-0.1	7
O=C(N/C(=C/c1ccccc1)C(=O)N1CCCCC1)c1ccccc1	1.4	-2	-0.3	-10	3	4	-10	0.0	8
O=C(NCc1ccccc1)c1ccco1	1.0	-2	0.0	2	-7	-4	-4	1.4	15
O=C(NCC(c1cccnc1)N1CCN(c2ccccc2)CC1)c1ccco1 (stereo not drawn)	-0.3	-15	0.0	-2	8	-22	-11	-0.1	2
O=c1cc(NCCCO)c2ccccc2o1	-0.1	-9	0.6	-6	4	-2	0	-0.1	9
Cc1cc(C)n(-c2nc(NC(C)C)nc(NC(C)C)n2)n1	0.3	-1	-0.8	4	-2	-6	-17	-2.5	6
CC(=O)C1CCC2C3CC=C4CC(SC(=N)N)CCC4(C)C3CCC12C (stereo not drawn)	11	·	·	·	-2	81*	·	·	5
CC(=O)NCc1ccc(-c2csc(NC(=O)CCc3nc4ccccc4c(=O)[nH]3)n2)s1	-0.2	-8	0.1	1	5	19	·	1.4	-10
CCCCOC(=O)C1=C(C)Nc2ncnn2C1c1ccc(OC)c(OC)c1OC (stereo not drawn)	0.5	-12	-0.5	5	0	9	-4	-1.9	2
CCCNC(=O)c1cc(C2CCCCN2C(=O)OC)on1 (stereo not drawn)	-0.5	·	·	·	10	-2	·	·	-11
c1csc(-c2nc(-c3ccncc3)no2)c1	0.2	-12	-0.4	1	-15	-8	-10	0.0	14
O=C1CSC(c2ccc([N+](=O)[O-])cc2)N1c1ccc(O)cc1 (stereo not drawn)	2.0	-16	3.3	-11	-11	-26	9	2.0	12

Bioassay records (PubChem BioAssay)
